# Screening data (PubChem)
# CHOP inhibitor – inhibitors of CHOP promoter induction, primary screen, cell-based, unfolded protein response, luciferase reporter | hit rate 3.8% among 220,000 | CHO-K1 CHOP-promoter luciferase, tunicamycin-induced, 15-18 h | inhibition, % at 10 µM;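 active = compounds that reduced the stress-induced luciferase reporter signal by more than about 70% of percent inhibition, limit read from the data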;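 also: 0% = tunicamycin plus vehicle and 100% = wells without tunicamycin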
# TRPML3 ag – human TRPML3 channel agonists, primary screen, cell-based, HEK293 TRPML3-YFP, Fluo-8 calcium fluorescence, 3 µM; 100% = the carbachol control signal; activation, % at 3 µM; Mucolipin-3 (Homo sapiens), Q8TDD5; hit rate 0.29% among 220,000; AID 1448, 2008;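 active = activation above its plate's cutoff, the mean activation of the plate's test wells plus 3 SD, cut at about 12% in these data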;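 also: 0% = DMSO only wells and 100% = carbachol wells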
#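 system = HEK293 cells stably carrying human TRPML3-YFP | doses = one concentration, 3 µM nominal, 0.3% DMSO | timing = dye loading 1 h 37 °C then 30 min ambient, 125 s read | detection = Fluo-8 calcium dye fluorescence, ex 470-495, em 515-575 nm | benchmarks = high control carbachol 87 µM, low control DMSO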
# NPY-Y2 PAM-ag – NPY-Y2 potentiators or agonists, primary screen, cell-based | Neuropeptide Y receptor type 2 (Homo sapiens), P49146 | cells expressing NPY-Y2, potentiator/agonist read-out | activation, % at 3.6 µM | hit rate 0.45% among 220,000 | AID 1359, 2008; in the data active = activation above about 27%;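 also: cells stimulated with NPY near EC25 plus isoproterenol at EC100; 0% = vehicle plus submaximal agonist and 100% = vehicle plus saturating agonist; some results beyond the cut were filed as inactive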
# Target sequence (P49146 whole entry, looked up): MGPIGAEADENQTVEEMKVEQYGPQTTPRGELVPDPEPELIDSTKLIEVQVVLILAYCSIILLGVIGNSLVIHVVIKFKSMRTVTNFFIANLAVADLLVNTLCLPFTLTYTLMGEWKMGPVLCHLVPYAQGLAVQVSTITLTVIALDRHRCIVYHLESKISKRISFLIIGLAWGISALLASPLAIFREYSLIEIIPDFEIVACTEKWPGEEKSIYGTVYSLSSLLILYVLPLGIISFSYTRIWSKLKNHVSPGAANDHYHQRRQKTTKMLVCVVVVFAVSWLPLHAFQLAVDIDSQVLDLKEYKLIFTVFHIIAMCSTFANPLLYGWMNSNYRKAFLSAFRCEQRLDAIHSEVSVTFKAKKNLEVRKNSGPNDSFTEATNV
# NPY-Y1 PAM-ag – NPY-Y1 receptor potentiators or agonists, primary screen, cell-based | Neuropeptide Y receptor type 1 (Homo sapiens), P25929 | NPY-Y1 expressing cells, potentiator/agonist activation | AID 1304, 2008 | hit rate 0.37% among 220,000 | activation, % at 3.6 µM; in the data active = activation above about 33%, passing the limit was not always enough;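 also: cells stimulated with NPY at EC10 then isoproterenol at EC100; 0% = low agonist plus stimulus and 100% = saturating agonist plus stimulus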
# NPY Y1 blocker – NPY-Y1 receptor antagonists, primary screen, cell-based; Neuropeptide Y receptor type 1 (Homo sapiens), P25929; hit rate 1% among 200,000; AID 1040, 2008; inhibition, % at 3.6 µM; HEK293-CNG Y1 cells, membrane potential fluorescence; NPY at EC95, then isoproterenol;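 active = inhibition above the campaign mean inhibition of all tested compounds plus 3 SD, cut at about 20% in these data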;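 also: 0% = DMSO wells given NPY plus isoproterenol and 100% = isoproterenol alone without NPY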
#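 Benchmarks – high control isoproterenol alone, low control NPY with isoproterenol · Material – HEK293 Y1/CNG channel cell line · Times – dye 3 h, compound 60 min room temperature, stimulation 45 min · Probe or stimulus – NPY (25 nM), isoproterenol (1 µM), Ro 20-1724 (25 µM) · Evaluation – % inhibition of NPY effect · Signal – fluorescence, membrane potential probe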
# TRPN1 ag – zebrafish TRPN1 channel agonists, primary screen, cell-based, HEK293, calcium fluorescence; activation, % at 3 µM; HEK293 zebrafish TRPN1-YFP, Fluo-8 calcium fluorescence; 100% = response to 87 µM carbachol; hit rate 0.18% among 220,000; transient receptor potential cation channel N1 (TRPN1/NompC), Danio rerio;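 active = activation above its plate's cutoff, the mean activation of test wells on that plate plus 3 SD, cut at about 19% in these data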;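 also: 0% = DMSO alone and 100% = 87 µM carbachol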
#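 Control set: carbachol 87 µM as high control, DMSO as low control; system: HEK293 stable line with zebrafish TRPN1-YFP; read-out: % activation versus carbachol response; detection: intracellular calcium fluorescence with Fluo-8; doses: single test compound dose, 3 µM nominal, 0.3% DMSO; schedule: dye 1 h 37 °C plus 30 min RT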
# EP2 mod – EP2 receptor modulators, cAMP readout, primary screen, cell-based, HTRF cAMP, PGE2 stimulation; Prostaglandin E2 receptor EP2 subtype (Homo sapiens), P43116; EP2-expressing cells, cAMP HTRF FRET, PGE2 co-stimulation; induction, % at 25 µM; hit rate 0.83% among 260,000; AID 940, 2007;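 active = compounds whose cAMP rise, as percent of the full-agonist control response, exceeds 60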;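 also: rat C6 glioma line stably carrying human EP2 under a CMV promoter; the protocol text gives 20 µM as final concentration; 100% = response of wells given 1 µM PGE2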
# Target sequence (P43116 whole entry, looked up): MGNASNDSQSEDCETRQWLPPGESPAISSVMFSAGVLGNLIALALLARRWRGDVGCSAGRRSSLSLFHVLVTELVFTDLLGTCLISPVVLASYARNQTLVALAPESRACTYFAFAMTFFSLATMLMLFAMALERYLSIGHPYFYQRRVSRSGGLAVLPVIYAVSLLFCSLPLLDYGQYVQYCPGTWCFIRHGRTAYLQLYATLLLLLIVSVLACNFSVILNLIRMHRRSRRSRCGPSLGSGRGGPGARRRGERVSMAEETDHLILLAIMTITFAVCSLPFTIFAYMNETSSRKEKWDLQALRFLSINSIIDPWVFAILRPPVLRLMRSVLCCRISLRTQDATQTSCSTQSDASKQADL
# S1P4 antag – S1P4 receptor antagonists, primary screen, cell-based; S1P4-expressing cells, antagonist mode, reporter read-out; inhibition, % at 4.98 µM; hit rate 0.26% among 220,000; in the data active = inhibition above about 29%;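 also: 0% = wells stimulated with agonist and 100% = vehicle wells without agonist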
# S1P4 ag – S1P4 receptor agonists, primary screen, cell-based; S1P4-expressing cell line, agonist reporter assay; activation, % at 4.98 µM; hit rate 0.35% among 220,000; AID 1509, 2009; in the data active = activation above about 11%;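 also: 0% = DMSO vehicle and 100% = reference agonist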
# Starred values were filed as active, the others as inactive; x = not tested or not shown; & = joins results of further samples.
SMILES,CHOP inhibitor,TRPML3 ag,NPY-Y2 PAM-ag,NPY-Y1 PAM-ag,NPY Y1 blocker,TRPN1 ag,EP2 mod,S1P4 antag,S1P4 ag
COc1ccccc1N1CCN(C(=O)c2ccccc2NC(=O)C2CCCCC2C(=O)O)CC1 (stereo not drawn),-28,0.8,8,-4,0,-0.5,9,1,2.2
Cc1cc2cc(CNC(=S)NCc3ccccc3)ccc2n1C,-3,-0.7,-16,-11,5,-0.7,-42,-5,0.3
O=C(Cc1ccccc1)N/N=C/c1ccccc1Cl,7,-1.1,0,3,5,0.1,-18,-10,1.1
COC(=O)c1ccc(Oc2nc(N(C)C)nc(N3CCOCC3)n2)cc1,18,-1.0,-21,-10,4,-1.2,9,-6,1.2
N#Cc1ccccc1OCC(=O)OCC(=O)c1ccc2c(c1)NC(=O)CO2,-3,0.7,21,3,-7,4.2,3,8,-3.5
CCN(CC)C(=S)SCC(=O)c1ccccc1,-20,-1.2,-15,5,3,-1.3,-30,-5,1.5
COc1ccc(C2CC(=O)N(C)c3ccccc3S2)cc1OC (stereo not drawn),-9,0.4,-1,-18,0,1.3,-6,-18,0.1
O=C(O)C1C2C=CC(CC2)C1C(=O)O (stereo not drawn),23,1.0,9,3,5,-0.9,6,-25,0.3
CCCCCSc1nnc(N)s1,9,-0.9,-32,-16,x,1.6,19,-4,-0.3
Nc1nn(-c2cccc(F)n2)cc1-c1ccccc1,14,0.1,4,-7,1,-1.4,-50,-12,1.3
Cc1ccc(NC(=O)c2cccs2)cc1[N+](=O)[O-],0,1.4,-2,9,2,1.7,-91,-21,-0.4
C=CC(O)Cc1c(C)n[nH]c1C (stereo not drawn),38,0.0,2,-2,6,0.7,37,-9,-0.3
CCN1C(=O)C2(C(C#N)=C(N)Oc3cc(C)oc(=O)c32)c2ccccc21 (stereo not drawn),25,0.5,17,1,-3,0.2,-1,1,0.0
CC(=O)Oc1ccc(C(=O)NCCc2ccccc2)cc1,-2,-0.3,1,0,2,-1.2,-2,14,0.7
COc1cccc(-n2ccnc2SCC(=O)Nc2ccccc2F)c1,21,0.1,-8,4,7,-1.0,-32,3,-0.6
Cc1ccc(-n2c(Cc3cccn3C)nnc2SCC(=O)NCc2ccco2)cc1,-25,1.1,6,5,1,-0.1,0,-2,2.1
O=C(CCC(=O)OCC(=O)c1cccc([N+](=O)[O-])c1)Nc1cccc(Cl)c1Cl,-3,0.5,1,12,-4,0.1,-7,-16,0.3
N#Cc1c2c(c(Nc3ccc(O)cc3)n3c1nc1ccccc13)CCC2,44,-0.6,-2,-2,4,-0.5,4,20,-2.4
CC1(C)CC(=O)CC(C)(C)N1OC(=O)c1ccncc1,30,1.1,3,0,-1,-1.0,18,-20,-2.8
Nc1nc(SCC(=O)Nc2ccccc2Oc2ccccc2)n[nH]1,-19,0.8,14,-2,-1,-0.1,11,-15,1.3
O=C(CSc1nnc(-c2ccncc2)n1Cc1ccco1)Nc1nccs1,26,-0.1,15,-24,-3,0.0,2,7,-1.0
CCOC(=O)c1c(NC(=O)CSc2nc(C)cc(C)c2C#N)sc(C(C)=O)c1C,46,0.0,8,-10,0,0.3,26&29,-11,0.0
Cc1ccc(C2CC(=O)C(C=NCCN3CCN(C(=S)Nc4ccc(F)cc4)CC3)=C(O)C2)cc1 (stereo not drawn),6,1.2,-5,-14,-3,2.2,-27,-22,1.3
CCC1(C)CC(CC(=O)O)(c2ccccc2OC)CCO1 (stereo not drawn),-9,1.3,-5,-2,-1,0.8,13,2,1.0
C#CCOCCOCCOCCNc1nc(N2CCN(C(=O)[C@H](CCC(=O)O)n3cc(C(N)Cc4ccc(O)cc4)nn3)CC2)nc(N2CCN(C(=O)[C@H](Cc3cc4ccccc4[nH]3)n3cc(C(N)[C@H](C)CC)nn3)CC2)n1 (stereo partly drawn),13,0.2,12,-1,-4,1.9,21,14,0.2
# Following part:
SMILES,CHOP inhibitor,TRPML3 ag,NPY-Y2 PAM-ag,NPY-Y1 PAM-ag,NPY Y1 blocker,TRPN1 ag,EP2 mod,S1P4 antag,S1P4 ag
c1cncc(-c2nc(N3CCOCC3)c3ccccc3n2)c1,48,0.7,12,7,2,0.3,-6,8,0.9
CCN(CC(=O)Nc1ccc2c(c1)OCCO2)S(=O)(=O)c1ccc(C)cc1,10,0.3,18,-5,1,-1.6,-12,-10,0.0
Cc1cccnc1NC(=O)Cn1nc(-c2ccccc2)oc1=S,-6,0.0,6,-25,8,0.9,-13,-3,0.3
Cc1nc(CCNC(=O)Cc2ccccc2)cs1,-30,0.5,-13,4,-1,0.0,25,-10,-0.5
O=C(N=C1c2ccccc2CN1c1ccccc1)c1cccc([N+](=O)[O-])c1,4,-0.8,-4,-1,-4,-0.4,14,-4,0.7
CC(C)(C)NC(=O)c1ccc2c3c(cccc13)CC2,17,0.3,-2,-10,3,-1.9,-1,-7,-1.8
O=C1CC[C@@H](CN(Cc2ccccn2)Cc2nc(Cc3cccc(C(F)(F)F)c3)no2)N1,1,0.7,2,8,-4,-0.5,4,-6,1.0
COc1ccc(C(c2nnnn2C2CCCCC2)N2CCN(C)CC2)c(OC)c1 (stereo not drawn),15,1.2,-10,-23,3,-0.2,-11,-13,1.2
COc1ccc(C(=O)Nc2cc(Cl)cc(Cl)c2)c(OC)n1,48,0.9,10,-15,-2,0.3,3,6,0.2
O=C(NNC(=O)c1ccc2c(c1)OCO2)NC1CCCCC1,4,0.5,-8,-4,5,1.2,-3,4,-4.3
CCN(CC(=O)Nc1cc(C)c(Cl)cc1OC)CC(=O)NC1CCS(=O)(=O)C1 (stereo not drawn),-3,-0.4,-15,-11,0,-1.7,1,3,-1.9
Clc1ccc(-c2csc(-c3ccncc3)n2)cc1,-8,-1.3,-3,-16,1,-0.8,35&40,-1,-0.2
COc1ccc(/C(N)=N/O)c(OC)c1,23,-0.1,4,-9,1,0.3,-2,-9,-0.5
COc1ccc(OCC(=O)NNC(=O)c2ccc(-c3ccccc3)cc2)cc1,-17,0.0,-12,24,1,0.8,-11,-4,0.0
COc1ccccc1/C=C/C(=O)c1ccc(Cl)cc1,62,-1.6,-16,-3,14,-2.0,35,4,1.3
COc1ccccc1N1CCN(C(=O)c2ccc3nc[nH]c3c2)CC1,-17,0.0,-2,-13,-5,-0.4,35,-19,-0.8
COc1ccccc1CNC(=O)CSc1cc(=O)n(C)c2ccccc12,9,0.3,2,-4,3,-1.3,-4,-12,0.5
COc1cccc2sc(Nc3nc(C)c(C(C)=O)s3)nc12,x,0.9,4,-3,1,-0.3,x,-8,0.0
O=C(NCCO)C1(c2ccccc2)CCCC1,32,0.7,-8,-6,-1,0.4,15,-1,-0.3
CCOC(=O)C1=C(C)NC(C)=C(C(=O)OCC)C1c1ccc(O)cc1,-10,-1.1,-26,10,-6,0.7,15,3,1.1
O=C(OCc1nnc(-c2ccccc2)o1)c1cc(F)c(F)cc1Cl,33,0.0,1,-22,11,-1.1,-62,0,1.1
Cn1c(Cl)c(/C=N/OC(=O)C(C)(C)C)c2ccccc21,3,0.4,-21,-5,1,0.6,-10,-1,-3.5
Cc1c(Cl)cccc1NC(=O)CC(C(=O)O)C1CCCO1 (stereo not drawn),29,0.1,-4,-7,0,-0.3,6,-10,-0.2
Cc1ccc(SCC(=O)NC(=O)Nc2ccc3c(c2)OCCO3)cc1C,58,0.7,1,-28,1,-0.9,-3,-10,0.8
Cn1ccnc1SCC(=O)Nc1ccc(Oc2ccccc2)cc1,19,0.1,-3,10,4,1.3,-13,4,0.1
# (more compounds)
SMILES,CHOP inhibitor,TRPML3 ag,NPY-Y2 PAM-ag,NPY-Y1 PAM-ag,NPY Y1 blocker,TRPN1 ag,EP2 mod,S1P4 antag,S1P4 ag
COc1cc(NC(=O)c2ccc(NS(=O)(=O)c3c(C)noc3C)cc2)cc(OC)c1,40,0.2,1,-6,2,1.4,-30,20,1.9
COc1ccc(Cl)cc1S(=O)(=O)N1CCN(c2ccc(F)cc2)CC1,33,0.6,35,35,-13,0.7,4,-34,-0.8
COc1cccc(/C=N/n2nnnc2N)c1OCc1ccccc1Cl,14,0.6,-5,7,1,-1.2,-34,-22,2.2
COC(=O)COc1ccc(NS(=O)(=O)c2cccc([N+](=O)[O-])c2)cc1,-2,0.4,48*,35*,-2,-1.1,6,-4,-0.5
COCCNC(=O)C12CC3CC(C1)CC(c1ccccc1)(C3)C2,16,-0.1,-20,7,-3,0.6,-19,0,-1.5
CN(C)c1cc(-c2ccc(C#N)cc2)oc(=O)c1Cl,7,0.9,2,-10,x,0.7,6,-10,0.1
COc1ccc(N(Cc2cc3ccccc3[nH]c2=O)S(=O)(=O)c2ccccc2)cc1,7,-0.5,-4,13,x,-0.3,-5,-10,-0.4

# No enrichment for hits, and some 6.5% of all compounds hit somewhere here.
